# Bioassay records (PubChem)
# M. tuberculosis – growth inhibition of non-replicating M. tuberculosis (AID 488890); Mycobacterium tuberculosis non-replicating, growth inhibition; higher % means a stronger effect; one-dose inhibition, % at 25 µM; IC50 in µM for titrated hits; 0.39% of 320,000 active; in the data active = a potency from the dose series; inconclusive = inhibition mostly from about 82% at the one dose, without a potency; inactive = the rest, 99 in 100 with inhibition below about 76%;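 also: plate controls were DMSO cells for no effect and high antibiotic wells for full effect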
# H1N1 NS1A inhibition – NS1A inhibition, H1N1 influenza, cell based functional assay (AID 504329) | NS1A functional cell-based assay, percent inhibition; higher % means a stronger effect | inhibition, % at 12.5 µM, or IC50 in µM where a hit was titrated | 0.3% of 340,000 active; in the data active = a potency from the dose series; inconclusive = inhibition above about 27% without an active follow-up result; also: strong numbers were not always called active
# PhoP GFP inhibition – PhoP regulon inhibitors, Salmonella typhi PhoP promoter GFP reporter, confirmatory (AID 1850). 0.33% of 310,000 active. one-dose inhibition, % at 50 µM; IC50 in µM for titrated hits. Salmonella Typhi PhoP-promoter GFP reporter, fluorescence, 4 h; higher % means a stronger effect; in the data active = a potency from the dose series; inconclusive = inhibition mostly from about 25% at the one dose, without a potency; inactive = the rest, 99 in 100 with inhibition below about 19%;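 also: 0% = induced wells with vehicle and 100% = uninduced wells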
# VEEV TC-83 Vero – inhibitors of VEEV TC-83 cytopathic effect, confirmation, Vero cells (AID 588727). Vero cells, VEEV TC-83 cytopathic effect inhibition; higher % means a stronger effect. inhibition, % at 20 µM; hits with a dose series show IC50 in µM. 0.13% of 350,000 active; in the data active = a potency from the dose series; inconclusive = inhibition mostly from about 14% at the one dose, without a potency; inactive = the rest, 99 in 100 with inhibition below about 12%; also: strong numbers were not always called active
# H37Rv inhibition – M. tuberculosis growth inhibition, HTS (AID 449762) | M. tuberculosis H37Rv growth inhibition, 7H9 media; higher % means a stronger effect | inhibition, % at 25 µM, or IC50 in µM where a hit was titrated | 0.59% of 330,000 active; in the data active = a potency from the dose series; inconclusive = inhibition above about 70% without an active follow-up result;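 also: bacterial growth assessed after seven days of incubation; strong numbers were not always called active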
# VEEV TC-83 Vero 10K pilot screen – recorded beside VEEV TC-83 Vero, whose call it bears; inhibition, %; measured here: 10K pilot screen inhibition
# Starred values were filed as active, the others as inactive; i = inactive; ? = inconclusive; / = not tested or not shown; & = joins results of further samples.
SMILES,M. tuberculosis,H1N1 NS1A inhibition,PhoP GFP inhibition,VEEV TC-83 Vero,H37Rv inhibition,others
CCCCNC(=O)C(C)N(CCN(C)C)C(=O)CCCCCN1C(=O)NC(c2ccc(Cl)cc2)C(C(=O)OCc2ccccc2)=C1C (stereo unspecified),/,8%,/,i,/,
Cc1ccc(C(=O)N/C(=C\c2cn(S(=O)(=O)N(C)C)c3ccccc23)C(=O)N2CCCC2)cc1,26%,-2%,-1%,6.4%,-3%,
COc1ccc(S(=O)(=O)N2CCCCCC2)cc1C(=O)N(C)CCOc1ccccc1,5%,1%,2%,9.5%,-4%,
Cc1cc(C)n2nc(C(=O)Nc3ccc(S(=O)(=O)N4CCCC4)cc3)nc2n1,-11%,0%,10%,0.3%,-2%,
COCCCn1c(SCC(N)=O)nnc1-c1ccccc1,3%,1%,8%,1.1%,9%,
Cc1c(NC(=O)CSc2nccn2C)c(=O)n(-c2ccccc2)n1C,2%,22%,3%,0.5%,-3%,
COc1cc(CC(=O)Nc2ccc(S(=O)(=O)NC3=NCCCCC3)cc2)cc(OC)c1OC,-2%,-22%,4%,1.1%,0%,
COc1ccc(C2(C)NC(=O)N(CC(=O)NCc3ccccc3F)C2=O)cc1 (stereo unspecified),0%,6%,11%,i,-2%,
CC(=O)N1c2ccccc2[C@@H](C)[C@@H]1C,-7%,-7%,/,3.6%,7%,
COc1ccc(C(=O)NCC(C)C)c(OC)c1,-15%,16%,2%,0.1%,1%,
O=[N+]([O-])c1cccc(/C=N/NC2=NS(=O)(=O)c3ccccc32)c1,9%,-5%,-1%,1.1%,-3%,
CC(C)OC(=O)C1=C(N)N2C(=O)CSC2=C(C(=O)OC(C)C)C1,17%,7%,2%,1.2%,-3%,
COC(=O)/C=C1\S/C(=N/N=C/c2ccccc2)NC1=O,?,-1%,-4%,2.2%,?,VEEV TC-83 Vero 10K pilot screen=0.6
CCC(CC)C(=O)Nc1ccc(S(=O)(=O)Nc2nccs2)cc1,8%,5%,-13%,1.0%,1%,
Cc1ccc(C(=O)NNS(=O)(=O)c2ccc(F)cc2)cc1,-8%,-2%,-3%,0.1%,-1%,
Cc1cccc2cc(CN(Cc3ccccc3)C(=O)N(C)C)c(=O)[nH]c12,0%,-2%,1%,9.7%,1%,
CNC[C@H]1Oc2ccc(NC(=O)Nc3ccc(OC)cc3)cc2C(=O)N([C@@H](C)CO)C[C@H]1C,37%,/,/,/,13%,
COc1cc(N2CCCC2)c(OC)cc1/C=C1/NC(=S)NC1=O,15%,8%,-2%,0.1%,3%,
Cc1ccc2nc(-c3cccc(Br)c3)cc(C(=O)NC3CC3)c2c1,-17%,-11%,-9%,9.1%,-7%,
CCCCCc1cc(=O)[nH]c(=S)[nH]1,53%,-8%,2%,i,-1%,
Cc1cccc(NC(=O)CN2C(=O)N/C(=C\c3ccccc3OCc3ccc(C(=O)O)cc3)C2=O)c1,5%,-7%,-20%,i,-12%,
O=C(Oc1ccccc1)c1cccc(COC(=O)c2cnccn2)c1,i,-18%,12%,1.3%,?,
O=C(c1ccc(Cl)cc1)c1coc2ccc(O)cc12,30%,-4%,-12%,5.4%,-4%,
CCC1CCCCN1CCCNC(=O)Cn1cnc2sc(C)c(S(=O)(=O)N3CC(C)CC(C)C3)c2c1=O (stereo unspecified),51%,5%,-4%,i,-2%,
N#CC[C@H](Cc1ccccc1)N1CC[C@@H](NC(=O)OCc2ccccc2)CCC1=O,68%,6%,-11%,0.0%,1%,
COC(=O)c1ccc(-n2cncn2)c(F)c1,-5%,6%,1%,3.7%,-3%,
Cc1cccc(CSc2cccc3cccnc23)c1,?,-5%,-4%,?,?,
O=C(Cn1cnc2ccccc2c1=O)c1ccccc1,7%,-3%,-6%,3.4%,-6%,
Cc1ccc(N2C(=O)C(Cl)=C(N3CCOCC3)C2=O)cc1Cl,?,14%,-12%,i,?,
CS/C(Nc1cc(Cl)ccc1Cl)=C(/C#N)C(=O)c1ccco1,1.5µM*,-13%,-8%,1.3%,3.6µM*,
CC(=O)NC(=O)COC(=O)c1ccc2ncsc2c1,-15%,1%,9%,1.6%,4%,
COc1cc(-c2nn3c(-c4cccc(C)c4)nnc3s2)cc(OC)c1OC,1%,21%,-5%,5.1%,-5%,
COc1cccc2cc(C(=O)C3=C(O)C(=O)N(c4cc(C)on4)C3c3cccs3)oc12 (stereo unspecified),46%,22%,2%,1.6%,-6%,
O=C(N/N=C/c1ccccc1)NC1CCCCC1,51%,-9%,-3%,0.8%,-2%,
CN(Cc1ccccc1)C(=O)c1ccc(NC(=O)Cc2ccc(NC(=O)C3CCN(C(=O)c4ccccc4)CC3)cc2)cc1,/,0%,/,1.7%,/,
COc1ccc(C2=Nn3c(nnc3-c3ccccc3OC)SC2)cc1OC,7%,-1%,-5%,6.3%,-1%,
FC(F)(F)c1ccc(NC2=NCCCS2)cc1,31%,16%,13%,0.9%,0%,
O=C1C2C(c3ccccc3)C=CC(c3ccccc3)C2C(=O)N1C1CCCCC1 (stereo unspecified),-6%,0%,-7%,i,-2%,
Cc1ccccc1C(=O)Nc1ccc(N2CCOCC2)nc1,0%,-20%,2%,3.2%,-8%,
CC1CN(C(=O)c2ccc(Oc3ccccc3)cc2)CC(C)O1 (stereo unspecified),14%,4%,5%,i,8%,
COc1ccc(C(CNC(=O)c2cc(S(=O)(=O)Nc3cccc(C)c3)ccc2C)N2CCCC2)cc1 (stereo unspecified),/,14%,/,4.0%,/,
Cc1cnc(NC(=O)c2cc3c(C)nn(Cc4ccccc4Cl)c3s2)s1,-33%,6%,-6%,0.4%,-4%,
Cc1cc(C)nc(NS(=O)(=O)c2ccc(N)cc2)n1,42%&51%,-1%,8%&4%,0.8%,14%&24%,
CCOc1ccc(CN(C)C(=O)CNC(=O)C2CCCCC2)cc1,-13%,-19%,8%,i,14%,
O=C(O)Cn1cc(/C=C2\SC(=O)N(c3ccccc3)C2=O)c2ccccc21,22%,0%,7%,1.8%,-1%,
COC(=O)C(C)n1cnc2c(nnn2-c2cccc(OC)c2)c1=O (stereo unspecified),-15%,-14%,4%,0.9%,2%,
CCC(=O)Nc1sc(C(=O)Nc2ccccc2)c(C)c1C(=O)OC,19%,2%,-11%,7.6%,3%,
O=C(CN(C(=O)CCC(=O)Nc1nccs1)c1cccc(F)c1)NCc1ccc(F)cc1,-9%,-2%,9%,1.5%,0%,
CCOC(=O)CCCCCNC(=O)c1c(O)[nH]c(=O)[nH]c1=O,-5%,4%,-4%,0.3%,6%,
CCOCCCNC(=O)C(c1ccc(OC)cc1)N(Cc1cccs1)C(=O)c1ccccc1O (stereo unspecified),-2%,0%,8%,6.2%,2%,
CCN(CC)CCSc1nc2ccccc2c(=S)n1-c1ccccc1,39%,/,13%,/,1%,
Cc1nnc2nc(-c3ccccc3)nc(-c3ccccc3)n12,6%,-8%,-12%,0.1%,3%,
COc1cc(C(=O)NCC(c2ccco2)N2CCc3ccccc32)cc(OC)c1OC (stereo unspecified),5%,4%,-5%,1.1%,2%,
Cc1cc(Cl)ccc1OCC(=O)Nc1ccccc1C(=O)N1CCOCC1,-5%,-4%,-2%,6.0%,-2%,
CCOc1ccc(Cl)cc1/C=N/NC(=O)CNC(=O)c1ccccc1,20%,2%,-6%,0.9%,1%,
O=C(Cn1cnc2cc(Cl)ccc2c1=O)Nc1ccc2c(c1)OCO2,1%,-3%,-3%,0.6%,-2%,
Cc1ccc(NC(=O)CSCC(=O)Nc2cc(Cl)ccc2N2CCOCC2)cc1,20%,-14%,1%,7.2%,8%,
O=C(Cn1nc(-c2ccccc2F)ccc1=O)NCc1ccc2c(c1)OCO2,3%,0%,11%,2.5%,4%,
O=C(Nc1ccc(C(=O)N2CCOCC2)cc1)Nc1cccc(Cl)c1,3%,1%,5%,0.5%,3%,
CC(NC(=O)Cc1ccccc1)c1ccccc1 (stereo unspecified),-3%,-3%,-3%,i,0%,

# Three structures from above, arranged by molar mass, lowest first:
SMILES,M. tuberculosis,H1N1 NS1A inhibition,PhoP GFP inhibition,VEEV TC-83 Vero,H37Rv inhibition,others
CCOc1ccc(CN(C)C(=O)CNC(=O)C2CCCCC2)cc1,-13%,-19%,8%,i,14%,
CCC(=O)Nc1sc(C(=O)Nc2ccccc2)c(C)c1C(=O)OC,19%,2%,-11%,7.6%,3%,
O=C(Nc1ccc(C(=O)N2CCOCC2)cc1)Nc1cccc(Cl)c1,3%,1%,5%,0.5%,3%,

# New compounds follow.
SMILES,M. tuberculosis,H1N1 NS1A inhibition,PhoP GFP inhibition,VEEV TC-83 Vero,H37Rv inhibition,others
CCCCOC(=O)Nc1cc(OC)c(Cl)cc1OC,17%,-2%,-2%,i,10%,
CCCCOc1ccc(CNC(=O)NS(=O)(=O)c2ccc(OCC)cc2)cc1,-5%,0%,-8%,5.9%,-2%,
O=C(CC(=O)NCc1cccnc1)NCc1cccnc1,-10%,-9%,0%,2.4%,-6%,
COc1cc(/C=C2/C(=O)N(c3ccc(Br)cc3)N=C2C)cc([N+](=O)[O-])c1O,-1%,/,-6%,/,4%,
Cc1nc2ccc(NC(=O)c3ccc(Cl)c(S(=O)(=O)N(C)c4ccccc4)c3)cc2s1,15%,17%,-9%,2.7%,3%,
COc1ccc(COC(=O)C2=C(C)NC(=O)NC2c2cc(Br)c(O)c(OC)c2)cc1 (stereo unspecified),3%,-8%,-1%,0.7%,-5%,
COc1ccc(CNC(=O)c2ccc3c(c2)N(C)C(=O)CS3=O)cc1 (stereo unspecified),-11%,0%,19%,0.4%,1%,
Cc1ccc(S(=O)(=O)N2CCOCC2)cc1NC(=O)COC(=O)Cc1ccc(Cl)cc1,33%,-5%,/,3.2%,0%,
COc1ccc(Cl)cc1C(=O)Nc1ccc(NC(C)=O)cc1,-2%,-3%,9%,2.0%,13%,
O=C(CCN1CCN(c2ccccc2F)CC1)Nc1ccc(F)cc1,-12%,1%,0%,i,-2%,
CC(C)C[C@H](NC(=O)OC(C)(C)C)C(=O)N1CCC(C(=O)N[C@@H](Cc2ccccc2)C(=O)O)CC1,-13%,1%,-15%,0.3%,-1%,
O=C(Nc1ccccc1[N+](=O)[O-])c1nc[nH]c1C(=O)NCCO,-2%,9%,2%,6.1%,-1%,
COc1cc(-c2nnc(SC(C)C(=O)Nc3c(C)n(C)n(-c4ccccc4)c3=O)o2)cc(OC)c1OC (stereo unspecified),-6%,-19%,7%,1.3%,-15%,
COc1ccc(N/C(N)=N/c2nc(C)cc(C)n2)c(OC)c1,-9%,0%,2%,0.6%,4%,
O=C(CCCn1c(=O)[nH]c2cc(Cl)ccc2c1=O)NC1CCCCCCC1,2%,2%,-7%,6.1%,6%,
Cc1ccc2nc(C)cc(N3CCOCC3)c2c1,11%,-17%,-8%,0.2%,-4%,
CN(C)C(=S)NC1(C)CCS(=O)(=O)C1 (stereo unspecified),-2%,-11%,13%,i,-2%,
CCOC(=O)N1CCC(NS(=O)(=O)c2ccc(NC(C)=O)c(Cl)c2)CC1,0%,/,4%,i,-5%,
COc1ccc(OC)c(S(=O)(=O)NCCCN2CCCC2=O)c1,-1%,-7%,-3%,3.4%,6%,
CC(O)(CS(=O)(=O)c1ccc(F)cc1)C(=O)Nc1ccc(C#N)c(C(F)(F)F)c1 (stereo unspecified),10%,/,8%,/,2%,

# In the list so far, these contain a cyano group:
SMILES,M. tuberculosis,H1N1 NS1A inhibition,PhoP GFP inhibition,VEEV TC-83 Vero,H37Rv inhibition,others
N#CC[C@H](Cc1ccccc1)N1CC[C@@H](NC(=O)OCc2ccccc2)CCC1=O,68%,6%,-11%,0.0%,1%,
CS/C(Nc1cc(Cl)ccc1Cl)=C(/C#N)C(=O)c1ccco1,1.5µM*,-13%,-8%,1.3%,3.6µM*,
CC(O)(CS(=O)(=O)c1ccc(F)cc1)C(=O)Nc1ccc(C#N)c(C(F)(F)F)c1 (stereo unspecified),10%,/,8%,/,2%,

# Next section:
SMILES,M. tuberculosis,H1N1 NS1A inhibition,PhoP GFP inhibition,VEEV TC-83 Vero,H37Rv inhibition,others
CCN(C(=O)c1cc2ccccc2o1)C12CC3CC(CC(C3)C1)C2,20%,/,-1%,/,-3%,
O=C(Nc1cccc(S(=O)(=O)N2CCCCC2)c1)c1ccc2c(=O)n3c(nc2c1)CCCCC3,43%,-2%,-7%,11%,39%,
COc1ccc(C(=O)Nc2ccc(NC(=O)c3ccco3)cc2)cc1,-2%,2%,3%,2.5%,1%,
C/C(=N\NC(=S)Nc1c(C)cccc1C)c1ccc(OC(F)F)cc1,17%,4%,-5%,i,6%,
CCCCN(C(=O)Cc1ccc(S(=O)(=O)N2CCOCC2)s1)c1ccccc1,35%,4%,-2%,1.7%,-11%,
O=S(=O)(NCC(c1ccco1)N1CCN(c2ccccc2F)CC1)c1ccccc1 (stereo unspecified),10%,-4%,-8%,i,9%,
